FN deposit inh = inhibitors of fibronectin matrix deposition, primary screen, AH1F cells, Alexa488-fibronectin fluorescence, plate reader | inhibition, % at 12.6 µM | AH1F fibroblasts, overnight | 350,000 tested, 0.086% active | AID 743247, 2014;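 active means mean inhibition across replicates of 30% or more, regardless of how many single replicates reach that level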;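 further: positive control wells lacked labelled fibronectin entirely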
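Material: AH1F fibroblast monolayer depositing Alexa488-labelled fibronectin into matrix / Amount: 10000 AH1F cells per well / Signal: fluorescence 485/525 nm / Medium: DMEM, 2% serum / Compound: single dose, pinned / Incubation: 1 h cell adhesion before compound, then overnight fibronectin incubation / Reagent: Alexa488-FN, 24 nM final / Read-out: inhibition of fibronectin deposition signal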
RAD54 inh = inhibitors of human RAD54 branch migration, primary screen, biochemical, fluorescence, single point. RAD54 Holliday junction branch migration, FAM/BHQ fluorescence. inhibition, % at 10.4 µM. 360,000 tested, 0.14% active. AID 602329, 2012;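 active means mean normalized replicate activity at least 40 and at least half of replicates scoring 40 or more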;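 further: 0% = median of neutral control wells and 100% = median of positive control wells; inhibitors cause a drop in the FAM fluorescence signal; in these data hits start at about 50%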
Target sequence (Q92698 whole entry, looked up): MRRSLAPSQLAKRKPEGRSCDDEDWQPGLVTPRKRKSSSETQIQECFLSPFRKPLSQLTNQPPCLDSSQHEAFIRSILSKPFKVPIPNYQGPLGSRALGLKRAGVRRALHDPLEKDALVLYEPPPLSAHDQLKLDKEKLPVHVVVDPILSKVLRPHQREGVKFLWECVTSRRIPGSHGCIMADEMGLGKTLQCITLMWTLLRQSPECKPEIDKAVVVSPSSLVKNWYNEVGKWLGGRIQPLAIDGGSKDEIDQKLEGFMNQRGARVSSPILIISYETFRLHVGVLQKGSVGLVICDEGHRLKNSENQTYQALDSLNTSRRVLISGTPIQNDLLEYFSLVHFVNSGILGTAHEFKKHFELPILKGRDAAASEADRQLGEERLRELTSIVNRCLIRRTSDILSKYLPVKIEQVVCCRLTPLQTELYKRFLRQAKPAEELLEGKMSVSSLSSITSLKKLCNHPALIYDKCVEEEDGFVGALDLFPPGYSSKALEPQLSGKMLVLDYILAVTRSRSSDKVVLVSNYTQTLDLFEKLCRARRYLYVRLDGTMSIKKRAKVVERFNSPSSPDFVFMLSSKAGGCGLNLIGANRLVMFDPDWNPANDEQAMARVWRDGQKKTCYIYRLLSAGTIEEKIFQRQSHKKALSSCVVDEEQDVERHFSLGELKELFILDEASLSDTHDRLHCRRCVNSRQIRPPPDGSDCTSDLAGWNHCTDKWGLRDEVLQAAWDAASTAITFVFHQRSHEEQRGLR
esBAF inh = Bmi1 luciferase reporter increase in mESCs, primary screen, esBAF inhibitor project, mouse ES cells, Bmi1 luciferase knock-in, single point; 24 h; 100% = twice the neutral-well signal; 350,000 tested, 2% active; reporter increase, % at 12.5 µM; AID 602393, 2012; in the data active means activation above about 40%;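 further: 0% = median of the plate's neutral control wells and 100% = double that signal; a rise in the Bmi1 reporter signal indicates esBAF inhibition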
The depositor's hits bear a star; i = inactive.

The line under a structure holds: FN deposit inh, RAD54 inh, esBAF inh
1: C/C(N)=C(/C#N)C(=O)COC(=O)C1CCC(C(C)(C)C)CC1 (centres undefined)
  7, 2, 3
2: c1cc2c(cc1C1=Nn3c(nnc3C3CCCCC3)SC1)OCO2
  13, -2, 22
3: O=C(Nc1nnc(CC(c2ccccc2)c2ccccc2)s1)c1ccco1
  1, 5, -6
4: N#C/C(=C/c1ccc(N2CCCCC2)o1)C(=O)Nc1ccc(Cl)cc1
  -61, i, 60*
5: COc1ccc(NC(=O)C2CCC(N3C(=O)C4C5C=CC(C5)C4C3=O)CC2)cc1 (centres undefined)
  -11, -16, -6
6: CC1(C)CC(O)C(C)(C)N1O (centres undefined)
  -5, -4, -6
7: CCCC(C1=C(O)CC(C)(C)CC1=O)C1C(=O)CC(C)(C)CC1=O (centres undefined)
  -3, -13, -1
8: Cc1cc(C)cc(OCC(=O)OCC(=O)NCc2ccco2)c1
  1, -10, -3
9: CCCCNC(=O)C1CCCN1C(=O)NC1CCCCC1 (centres undefined)
  -16, 8, 5
10: CCOC(=O)c1c(NC(C)=O)sc2c(O)cccc12
  -1, 8, -6
11: CC1CC(C)CN(C(=O)c2ccncc2)C1 (centres undefined)
  -7, -23, -3
12: CC1CCN(CCCCOc2ccc(C(=O)c3ccccc3)cc2)CC1
  -4, 0, -10
13: CCc1cc2cc3c(cc2nc1SCC(=O)Nc1cc(C)on1)OCO3
  12, -5, -6
14: CCC(C)N1C(=O)CCC1C(=O)N1CCN(c2ccccc2F)CC1 (centres undefined)
  -7, 3, -9
15: O=C1c2ccccc2C(=O)N1CCCCN(C(=O)c1ccc([N+](=O)[O-])cc1)c1ccc(Cl)cc1
  3, 2, 12
16: COc1ccc(-c2csc(NC(=O)c3cc(C)on3)c2C#N)cc1OC
  2, -13, 11
17: O=C(CCC1CCCC1)Nc1ccc(OCC(=O)N2CCOCC2)cc1
  2, -4, 13
18: CCOC(=O)c1sc(N)c(C#N)c1CSc1nnc(C2CC2)n1N
  3, -9, -2
19: Cc1ccc(S(=O)(=O)N(CC(=O)N2CCC(C(N)=O)CC2)Cc2ccc(F)cc2)cc1
  5, -7, -3
20: CCOC(=O)C1(C)NC(c2ccc(N(C)C)cc2)C2C(=O)N(c3ccc(OC)cc3)C(=O)C21 (centres undefined)
  1, -2, -9

Further structures.
The line under a structure holds: FN deposit inh, RAD54 inh, esBAF inh
21: CCOC(=O)c1c(C)n(O)c2ccc(Cl)cc2c1=O
  15, -1, -2
22: COc1ccc(S(=O)(=O)N(C)Cc2cccs2)cc1Br
  -12, -3, -4
23: C=CCn1c(SCc2ccccc2C#N)nnc1-c1cc(Br)ccc1O
  -9, 0, 10
24: COc1ccc(N2C(=O)C3CCCN3C2c2cccc(C)c2)cc1Cl (centres undefined)
  -7, 12, 0
25: O=C(CSc1nnnn1-c1ccccc1)N1CCc2ccccc2C1
  6, -4, -8
26: O=C(Nc1ccccc1Sc1ccccc1)c1ccccc1
  4, -1, -3
27: COc1ccccc1N1CCN(C2CCN(C(=O)c3cccs3)CC2)CC1
  -4, 4, 2
28: O=C(N/N=C/c1ccc(OCc2ccccc2)cc1)c1cccs1
  9, -2, 48*
29: Cc1ccc(SCCC(=O)OCC(=O)Nc2ncc(Cl)cc2Cl)cc1
  -3, 1, -8
30: CCc1ccc(NC(=O)N(Cc2ccco2)C(C)c2cccs2)cc1 (centres undefined)
  -13, 3, -8
31: COc1ccc(CCNC(=O)COC(=O)c2ccco2)cc1OC
  -11, -19, -4
32: O=C1c2cnc3nc(SCc4cccc(Cl)c4)nn3c2CC2c3ccccc3CCN12 (centres undefined)
  -1, -4, -10
33: O=C(CCCCCn1c(=O)[nH]c2ccsc2c1=O)N1CCCCC1
  2, 3, 1
34: O=C1c2ccccc2C(=O)C1c1ccc2ccccc2n1
  6, -4, -67
35: COc1ccc(NC(=O)COc2ccccc2)c(OC)c1
  -15, 1, 51*
36: O=C(COC(=O)CNC(=O)C12CC3CC(CC(C3)C1)C2)Nc1ccccc1
  3, 0, -2
37: COc1ccc(OC)c(/C(O)=C/C(=O)C(=O)Nc2cc(C)ccc2OC)c1
  1, -15, -3
38: O=c1c2cnn(-c3ccccc3)c2nnn1Cc1ccccn1
  5, 3, -2
39: CCn1cc(CNC(=O)/C=C/c2ccc([N+](=O)[O-])cc2)c(C)n1
  -4, -10, 0
40: c1cncc(-c2nnc3n2N=C(c2cccs2)CS3)c1
  1, -18, -9

Further records follow:
The line under a structure holds: FN deposit inh, RAD54 inh, esBAF inh
41: CCOC(=O)C1C(=O)C=C(c2ccc(Br)cc2)CC1c1ccco1 (centres undefined)
  -2, -7, 0
42: CCc1ccc2c(c1)/C(=C/C(=O)c1cccs1)C(=O)N2
  9, -2, 5
43: FC(F)(F)c1ccc2nnc(-c3c(Cl)cccc3Cl)n2c1
  0, 6, -13
44: c1ccc(Cc2nc3ccccc3n2Cc2ccccc2)cc1
  9, 10, 24
45: Cc1c(NC(=O)c2cnn3c2NC(c2ccc(Br)cc2)CC3C(F)(F)F)c(=O)n(-c2ccccc2)n1C (centres undefined)
  -10, 3, -8
46: CCn1c(CN2CCN(C(=O)c3ccco3)CC2)nc2c1c(=O)n(C)c(=O)n2C
  -1, -16, -4
47: COc1cc(Cl)c(C)cc1NC(=O)CSc1nc2ccccc2o1
  5, 6, -9
48: CCN1CCN(Cc2ccc(OCc3ccccc3)cc2)CC1
  0, -13, -33
49: CCc1cc2c(CN3CCN(CC)CC3)cc(=O)oc2cc1O
  -2, 1, 7
50: CC1(C)CC(NC(=O)C23CCC(C)(/C(=N/O)C2)C3(C)C)CC(C)(C)N1 (centres undefined)
  6, -4, -3
51: CCOC(=O)N1CCN(C(=O)c2cc(-c3ccc(F)cc3)[nH]c2C)CC1
  -12, 4, 6
52: Cc1cccc(CN(C)CCc2ccccn2)c1
  1, -3, -7
53: Cc1ccc(C)c(NC(=S)NC2CC3CCC(C2)N3Cc2ccco2)c1 (centres undefined)
  3, -3, 3
54: CCN(CC)c1ccc(NC(=O)COC(=O)c2ccc3ccccc3n2)cc1
  6, 14, -15
55: CCOC(=O)N1CCN(C(=O)c2ccc(N3C(=O)CCC3=O)cc2)CC1
  1, -2, -2
56: COCCNC(=O)c1cc(-c2ccc3c(c2)OCO3)on1
  7, -11, -9
57: O=C1CC(NCc2ccco2)C(=O)N1CCc1ccccc1 (centres undefined)
  -1, -5, -7
58: CCCCN(CC)C(=O)c1ccc(Cl)c(Cl)c1
  -9, -3, 2
59: Cc1ccc(C(=O)C(OC(=O)COc2ccccc2C)c2ccccc2)cc1 (centres undefined)
  8, 2, 11
60: Cc1oc(C)c(C(=O)Nc2ccc(CC(=O)O)cc2)c1C(=O)Nc1ccc(CC(=O)O)cc1
  4, 4, -14

Six entries from above, ordered by count of non-hydrogen atoms, low to high:
The line under a structure holds: FN deposit inh, RAD54 inh, esBAF inh
56: COCCNC(=O)c1cc(-c2ccc3c(c2)OCO3)on1
  7, -11, -9
8: Cc1cc(C)cc(OCC(=O)OCC(=O)NCc2ccco2)c1
  1, -10, -3
28: O=C(N/N=C/c1ccc(OCc2ccccc2)cc1)c1cccs1
  9, -2, 48*
30: CCc1ccc(NC(=O)N(Cc2ccco2)C(C)c2cccs2)cc1 (centres undefined)
  -13, 3, -8
51: CCOC(=O)N1CCN(C(=O)c2cc(-c3ccc(F)cc3)[nH]c2C)CC1
  -12, 4, 6
32: O=C1c2cnc3nc(SCc4cccc(Cl)c4)nn3c2CC2c3ccccc3CCN12 (centres undefined)
  -1, -4, -10

Next section:
The line under a structure holds: FN deposit inh, RAD54 inh, esBAF inh
61: CC(C)(C)C(=O)NC(=C(Cl)Cl)P(=O)(O)O
  4, -2, 3
62: CC(NC(=O)CN(C1CCCCC1)S(C)(=O)=O)c1ccccc1 (centres undefined)
  4, -3, -5
63: Cc1cccc2sc(NC(=O)CSc3nc4ccccc4o3)nc12
  11, 2, 2
64: COc1cc(/C=C(\C#N)C(=O)Nc2ccc(SC(F)F)cc2)cc(OC)c1OC
  -5, 8, 1
65: CC(=O)c1cccc(S(=O)(=O)NCC(c2ccco2)N2CCCCC2)c1 (centres undefined)
  -7, -10, 6
66: O=c1[nH]c2c(s1)C=Nc1ccccc1N2
  -4, -61, 54*
67: O=C(NCCOc1cccc(Oc2ccccc2)c1)c1cc(-n2cnnc2)ccc1Cl
  -7, -11, 1
68: Cc1ccccc1-n1c(SCC(=O)c2cc(C)n(C)c2C)nnc1-c1ccncc1
  4, -27, 4
69: CCOC(=O)Cc1csc(NC(=O)c2sc3nc4ccc(C)cc4cc3c2N)n1
  -3, -4, 6
70: COc1ccc(CNC(=O)c2ccc(C)o2)cc1
  8, -3, 3
71: c1ccc2c(c1)nnn2-c1ncnc2sc3c(c12)CCCC3
  -9, -1, 0
72: CN(C(=S)Nc1ccc(F)cc1)C1(c2ccccc2Cl)CCCCC1=O (centres undefined)
  0, 0, 9
73: N#Cc1c(N)c(C#N)c(-c2ccc3c(c2)OCO3)c2c1CCCC2
  -6, -4, -1
74: O=C(CCCCCn1c(=O)[nH]c2ccsc2c1=O)NCc1ccc2c(c1)OCO2
  6, 0, -4
75: COc1cc(CN(C)Cc2ccccc2)cc(OC)c1O
  0, 1, 2
76: CC(C)CC(=O)NN(C)c1nc(-c2ccccc2)nnc1C(F)(F)F
  -8, 1, -1
77: CCOC(=O)C(=CNc1cc(C)nn1-c1ccc(C)cc1)C(=O)OCC
  -1, -7, 1
78: COc1ccc(N2CCN(CCNC(=O)CCNS(=O)(=O)c3cccs3)CC2)cc1
  3, -1, 7
79: CCOC(=O)C1CCCN(c2cc(=O)n(Cc3ccc(F)cc3)c(=O)[nH]2)C1 (centres undefined)
  -1, -3, -4
80: CC(C)(C)c1cc(C(=O)NCc2ccccc2)ccn1
  -1, -5, 16

The listing continues.
The line under a structure holds: FN deposit inh, RAD54 inh, esBAF inh
81: Cc1cc(Nc2ccc(Cl)cc2)n(-c2cccc(Cl)c2)n1
  16, -13, -7
82: Cc1ccc(Cl)cc1NC(=O)COC(=O)C1CCCCC1
  -1, 6, -6
83: COc1ccc(C)cc1NC(=O)c1ccc(S(=O)(=O)N2CCOCC2)cc1
  11, 8, 4
84: CCCOc1cccc(NC(=O)c2c(-c3ccccc3)noc2C)c1
  -5, 3, 3
85: CC(=O)c1cccc(NC(=O)CCNS(=O)(=O)c2cccc3nsnc23)c1
  5, -1, -4
86: COc1ccc(-c2nn(C)c3sc(C(=O)N4CCOCC4)cc23)cc1OC
  1, 14, -6
87: CCOC(=O)N1CCC(n2c(SCC(=O)NCc3ccccc3)nc3ccccc3c2=O)CC1
  0, -5, 4
88: O=c1c2c3c(sc2nc2n1CCCCC2)CCCC3
  -2, -8, 50*
89: CC(=O)n1nc(-c2ccc(Cl)cc2)nc1NCc1ccco1
  -5, -3, 33
90: Cc1ccc(/C=C/c2nc3ccccc3s2)s1
  2, -3, -60
91: Cc1ccc(S(=O)(=O)NCC(C)NS(C)(=O)=O)cc1 (centres undefined)
  -3, -5, -4
92: Cc1noc(C)c1C(=O)Nc1ccccn1
  2, 11, 0
93: CCC(=O)Nc1cccc(NC(=O)COc2ccc(OC)cc2)c1
  -4, 0, 3
94: CC(C)(C)N1CC(c2nc3ccccc3n2Cc2ccc(Cl)cc2)CC1=O (centres undefined)
  6, -10, -27

Single records, from the list above. Order of screens: FN deposit inh	RAD54 inh	esBAF inh
Cc1cc(C)cc(OCC(=O)OCC(=O)NCc2ccco2)c1 reads 1	-10	-3
O=C1c2ccccc2C(=O)C1c1ccc2ccccc2n1 reads 6	-4	-67
O=C(CSc1nnnn1-c1ccccc1)N1CCc2ccccc2C1 reads 6	-4	-8

The list is partial; the hit share may differ from the screen's.
